S2 tox – cell viability loss in ATXN counter-screen. S2 cells (HEK-293 line with an ATXN2-luciferase reporter) viability, CellTiter-Fluor protease fluorescence, 24 h. 0.49% of 400,000 active. Potency, µM (highest dose often 56.7 µM), most hits filed as cytotoxic. AID 651635; note: nearly all actives have a fitted effect of over 40% in size
MCF10A rerep – DNA re-replication induction in MCF 10a cells. Potency, µM (highest dose often 46.1 µM), for inactives: top-dose activity, positive = re-replication, hits mostly activators. MCF 10A DNA re-replication, Hoechst nuclear intensity, 48 h. 2.9% of 350,000 active; note: % of control where 0% means no effect; nearly all actives have a fitted effect of over 50% in size
ATXN2 expr inh – reduces ATXN2 reporter expression in HEK-293 cells; HEK-293 ATXN2-luciferase reporter, luminescence, 24 h; Potency, µM (series often up to 57 µM), without a hit: top-dose activity change, negative = inhibition, usual class: inhibitors; 0.72% of 360,000 active; AID 1745845; note: % is set by controls: 0 for no effect and ±100 for the full control effect; nearly all actives have a fitted effect of over 55% in size
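ATXN2-luciferase reporter cells (luciferase flanked by upstream and downstream ATXN2 gene portions) were treated 24 h at 37 °C with compounds at up to 57 uM. SteadyGlo luminescence gave expression; GF-AFC fluorescence gave viability.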
Nrf2 block – Nrf2 pathway inhibition | Potency, µM (highest dose often 46 µM), for inactives: at the highest dose activity change, negative = inhibition, actives largely listed as inhibitors | A549 ARE-Fluc reporter, luciferase luminescence, 18-24 h | 2.1% of 360,000 active; note: % is set by controls: 0 for no effect and ±100 for the full control effect; nearly all actives have a fitted effect of over 60% in size
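In this cell-based qHTS, ARE-driven firefly luciferase in A549 cells reports Nrf2 activity; the luminescent signal after BugLite lysis is the measured value, with a prior CellTiter-Fluor read for cell health.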
A549 tox – A549 cytotoxicity, counter-screen for Nrf2 inhibitors; A549 ARE-Fluc cells, CellTiter-Fluor viability, 18-24 h; Potency, µM (titrated, usually from 46 µM), inactives show top-dose activity change, negative = cytotoxicity, actives largely listed as inhibitors; 0.16% of 390,000 active; note: % is set by controls: 0 for no effect and ±100 for the full control effect
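A549 ARE_Fluc cells in 5% FBS OPTI-MEM were exposed to compounds in concentration-response for 18-24 h at 37 deg C. Viability was read by CellTiter-Fluor fluorescence (Ex 405/Em 525) after 30 min, before the luciferase read.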
EPAC2 antag – blocks human EPAC2 exchange factor. Potency, µM (highest dose often 114 µM), for the others: top-dose activity, negative = inhibition, actives largely listed as inhibitors. Q8WZA2. AID 720708. 0.18% of 360,000 active. EPAC2 GEF exchange of Rap1B-BODIPY-GDP, fluorescence; note: % is set by controls: 0 for no effect and ±100 for the full control effect; nearly all actives have a fitted effect of over 45% in size; many of its hits are not listed in these tables
HepG2 viability – HepG2 cytotoxicity, counter-screen for TGF-b inhibitors. Potency, µM (highest dose often 46.1 µM), for the others: top-dose activity change, negative = cytotoxicity, most hits filed as cytotoxic. 0.76% of 410,000 active. HepG2 CAGA-GFP viability, ATP luminescence, 18 h. AID 588856; note: some results filed as inactive show a strong effect at the top dose
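CellTiter-Glo luminescence gave cytotoxicity after 18 hours at 37 degrees C. The cells were HepG2 CAGA-GFP in 1% FBS DMEM, stimulated with 500 pg/mL TGF-beta after compound addition. %Activity was normalised to no-cell wells (complete cell-killing) and DMSO (no toxicity), and curves were fitted and classified.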
TGFb SMAD3 inh – TGF-b pathway inhibition. HepG2 CAGA-GFP TGF-b/SMAD3 reporter, GFP fluorescence, 18 h; TGF-beta stimulated, 500 pg/mL final. Potency, µM (titrated, usually from 46.1 µM), for the others: at the highest dose activity, negative = inhibition, most hits filed as inhibitors. 1.2% of 410,000 active. AID 588855; note: % is set by controls: 0 for no effect and ±100 for the full control effect; nearly all actives have a fitted effect of over 65% in size
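First, reporter cells (HEPG2 CAGA-GFP) rested 2 h at 37 degrees C. Next, compounds were pinned in and TGF-beta added to 500 pg/mL final. After 18 h, GFP was imaged per cell and summed per well.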
Nrf2 ARE act – Nrf2 pathway activation. AREc32 ARE-luciferase reporter (MCF7-derived line), luminescence, 24 h. 0.31% of 410,000 active. Potency, µM (highest dose often 46.1 µM), without a hit: at the top dose activation, most hits filed as activators; note: % of control where 0% means no effect; nearly all actives have a fitted effect of over 65% in size
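Each well held 1000 AREc32 cells, which were incubated with compound for 24 hr at 37 deg C after overnight attachment, and ARE reporter activity was quantified by firefly luciferase luminescence.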
An asterisk follows results filed as active; i = inactive; ? = inconclusive; nt = no result given; & = joins results of further samples; [ ] = dose if it differs, or a comment. Calls come from the whole dose curve; as a rule, active = well fitted curve in the direction sought with a large enough effect; inconclusive = small, poorly fitted or top-dose-only effect, or another doubt; inactive = no such curve, though single readings can be large; an effect the other way counts as inactive or inconclusive. Potency is the fitted concentration of half-maximal effect. Not all compounds are listed; rates above refer to the full screens.

1	COc1cccc(NC(=O)CSc2nnc(-c3cccs3)n2C)c1
2	O=C(COc1cc2oc(=O)c3c(c2cc1Cl)CCC3)Nc1ccc(CN2CCOCC2)cc1
3	Cc1ccc(CC(=O)Nc2ccc(S(=O)(=O)N3CCOCC3)cc2)cc1
4	Oc1c(C(c2cccs2)N2CCOCC2)sc2ncnn12 (configuration not stated)
5	CCOc1ccc(N(C(C)C(=O)NCCSc2ccc(C)cc2)S(C)(=O)=O)cc1 (configuration not stated)
6	CCC(C(=O)O)N1C(=O)C2CCCCC2C1=O (configuration not stated)
7	CCN1CCN(C(=O)CN(Cc2ccccc2)S(C)(=O)=O)CC1
8	COc1ccc(NC(=O)C(CC(C)C)NC(=O)C2CCC(C)CC2)cc1 (configuration not stated)
9	O=C(c1ccc(Cl)s1)N1CCN(S(=O)(=O)c2ccc(Cl)cc2)CC1
10	COc1ccc(-c2nc(SCC(=O)NC3CCCC3)c(-c3ccc(OC)cc3)[nH]2)cc1

Compound	1	2	3	4	5	6	7	8	9	10
HepG2 viability	-1%	-12%	-3%	-9%	-6%	-3%	-2%	5%	-6%	-20%&-13%
MCF10A rerep	3%	9%	13%	12%	nt	4%	1%	1%	5%	-1%
EPAC2 antag	-18%[57.1 µM]	6%	-1%	14%	nt	2%	11%	9%	-4%	-6%
Nrf2 ARE act	2.2%	0.4%	0.3%	-0.4%	0.5%	0.0%	0.4%	-0.6%	-1.1%	3.4%&7.4%
TGFb SMAD3 inh	-8%	-4%	1%	18%	?	-4%	12%	5%	5%	?
S2 tox	?	i	i	i	i	i	i	i	i	?
A549 tox	-8%	3%	2%	-6%	-4%	1%	2%	-2%	3%	-17%&-13%
ATXN2 expr inh	-19%	-1%	6%	-15%	-6%	0%	7%	4%	0%	-17%
Nrf2 block	-29%	-14%	-2%	8%	-3%	0%	9%	16%	-5%	-6%&-10%

An excerpt of these results, as a markdown table.
| entry | mol | HepG2 viability | MCF10A rerep | EPAC2 antag | Nrf2 ARE act | TGFb SMAD3 inh | S2 tox | A549 tox | ATXN2 expr inh | Nrf2 block |
| --- | --- | --- | --- | --- | --- | --- | --- | --- | --- | --- |
| 3 | Cc1ccc(CC(=O)Nc2ccc(S(=O)(=O)N3CCOCC3)cc2)cc1 | -3% | 13% | -1% | 0.3% | 1% | i | 2% | 6% | -2% |
| 4 | Oc1c(C(c2cccs2)N2CCOCC2)sc2ncnn12 (configuration not stated) | -9% | 12% | 14% | -0.4% | 18% | i | -6% | -15% | 8% |
| 5 | CCOc1ccc(N(C(C)C(=O)NCCSc2ccc(C)cc2)S(C)(=O)=O)cc1 (configuration not stated) | -6% | nt | nt | 0.5% | ? | i | -4% | -6% | -3% |
| 6 | CCC(C(=O)O)N1C(=O)C2CCCCC2C1=O (configuration not stated) | -3% | 4% | 2% | 0.0% | -4% | i | 1% | 0% | 0% |

Going on with the list:
11	O=[N+]([O-])/C=C/c1cc2ccccc2[nH]1
12	COc1ccc(/C=C/c2nc3ccccc3n2C)cc1
13	CCOC(=O)N1CCc2c(sc3c2c(=O)n(Cc2ccccc2)c(=O)n3Cc2c(F)cccc2Cl)C1
14	CCOC(=O)CC(NC(=O)c1cccs1)c1ccc(C)cc1 (configuration not stated)
15	O=C(Nc1nc2ccc(F)cc2s1)C1=NN(c2ccccc2)C(=O)CC1
16	COc1ccccc1NS(=O)(=O)c1cccc(C(=O)NNC(=O)c2ccc(Cl)nc2)c1
17	Cc1ccc2c(c1)C(c1ccccc1)N(C(=O)COc1ccc(Cl)cc1Cl)CC(=O)N2 (configuration not stated)
18	O=C(Nc1ccc(N2CCCC2)cc1)c1cccc(-c2cc3ccccc3oc2=O)c1
19	Cc1cc(NCCCn2ccnc2)n2nc(-c3ccc(Cl)cc3)cc2n1
20	COc1ccccc1NC(=S)N(CCCN(C)C)Cc1cc2cc3c(cc2[nH]c1=O)OCO3

Compound	11	12	13	14	15	16	17	18	19	20
HepG2 viability	20µM*	-13%	-30%	-21%	1%	-6%	-29%	4%	-21%	3%
MCF10A rerep	?	15%	nt	-18%	-2%	2%	nt	?	8%	-3%
EPAC2 antag	-1%	-12%	nt	0%	-9%	5%	nt	13%	-4%	17%
Nrf2 ARE act	19%	-2.3%	0.0%	-1.2%	5.0%	-0.2%	0.0%	0.4%	4.0%	2.3%
TGFb SMAD3 inh	?	-4%	-41%	-4%	7%	-8%	?	?	-8%	4%
S2 tox	?	i	nt	i	i	i	nt	i	i	i
A549 tox	-7%	-2%	-1%	2%	-4%	-9%	-17%	1%	0%	2%
ATXN2 expr inh	nt	?	nt	-2%	22%	-21%	?	0%	8%	-14%
Nrf2 block	-8%	nt	?	1%	?	?	8%[9.27 µM]	-13%	23%	-11%

21	S=C(NCCCc1cnc[nH]1)NCCCN(Cc1ccc(Cl)cc1)c1ccc(Br)cn1
22	Cc1nc([N+](=O)[O-])c(SCC(O)CCl)n1Cc1ccc(Cl)cc1 (configuration not stated)
23	Cc1cc(N)n(-c2ccc3ccccc3c2)n1
24	Cc1cc2ccccn2c1C(C[N+](=O)[O-])c1ccc(N(C)C)cc1 (configuration not stated)
25	CC(C(=O)Nc1ccccc1)N1CCN(C(=O)c2ccco2)CC1 (configuration not stated)
26	COc1ccc(S(=O)(=O)N2CCCCC2)cc1NC(=O)CCNC(=O)c1ccccc1Cl
27	Cc1sc2ncnc(N3CCC(C(=O)Nc4nnc(SCc5ccccc5F)s4)CC3)c2c1C

Compound	21	22	23	24	25	26	27
HepG2 viability	-98%	-16%	-10%	-17%	1%	-4%	0%
MCF10A rerep	nt	14%	7%	0%	-3%	1%	15%
EPAC2 antag	-12%	-6%	-21%	-14%	-3%	-3%	-5%
Nrf2 ARE act	-3.4%	5.0%	3.4%	13%	-0.1%	-0.5%	-0.1%
TGFb SMAD3 inh	?	-8%	2%	-22%	-5%	18%	3%
S2 tox	28µM*	i	i	?	i	?	i
A549 tox	-5%	-7%	3%	-2%	-1%	2%	0%
ATXN2 expr inh	?	-32%	28%	-1%	2%	nt	-7%
Nrf2 block	7%	?	?	4%	0%	-26%	-13%

Screening results deposited in PubChem BioAssay by National Center for Advancing Translational Sciences (NCATS).
